APEX1 inh: qHTS Assay for Inhibitors of the Human Apurinic/apyrimidinic Endonuclease 1 (APE1); recombinant APE1, TAMRA/BHQ-2 abasic DNA cleavage fluorescence; Potency, µM (series often up to 65.8 µM), inactives show top-dose activity change, negative = inhibition, actives largely listed as inhibitors; actives 0.35% (n = 350,000); AID 2517, 2012;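 also: potency is read from the fitted curve at half-maximal effect; plate controls were vehicle for no effect and reference inhibitor for full effect; nearly all actives have a fitted effect of over 55% in size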
Target sequence (P27695 whole entry, looked up): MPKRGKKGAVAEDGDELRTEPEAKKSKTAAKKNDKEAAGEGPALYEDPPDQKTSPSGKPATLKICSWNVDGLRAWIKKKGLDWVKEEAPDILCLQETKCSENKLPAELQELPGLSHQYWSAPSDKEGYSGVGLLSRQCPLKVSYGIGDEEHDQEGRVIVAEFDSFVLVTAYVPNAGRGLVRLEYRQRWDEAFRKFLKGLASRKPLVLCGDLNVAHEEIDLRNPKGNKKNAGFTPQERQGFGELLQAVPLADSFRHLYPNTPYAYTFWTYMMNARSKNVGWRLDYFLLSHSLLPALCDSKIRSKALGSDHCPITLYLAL
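0.75 nM APE1 + cpd, 15 min RT; start w/ 50 nM TAMRA/BHQ-2 THF-abasic dsDNA; kinetic fluor 525/598 nm ×3 reads @60 s; Δ(read3−read1); normalized to DMSO and NSC13755 control wells.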
BLM inh: qHTS Assay for Inhibitors of Bloom's syndrome helicase (BLM); Potency, µM (highest dose often 56.1 µM), for inactives: at the highest dose activity change, negative = inhibition, actives largely listed as inhibitors; AID 2528, 2010; recombinant BLM DNA unwinding, fluorescence dequenching; RecQ-like DNA helicase BLM (Homo sapiens), P54132; actives 0.2% (n = 350,000);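 also: potency is read from the fitted curve at half-maximal effect; plate controls were vehicle for no effect and no enzyme for full effect; nearly all actives have a fitted effect of over 35% in size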
POLB inh: qHTS Assay for Inhibitors of DNA Polymerase Beta | Potency, µM (doses to about 114 µM), without a hit: at the top dose activity change, negative = inhibition, actives largely listed as inhibitors | actives 1.3% (n = 340,000) | AID 485314, 2010 | P06746 | Pol beta primer extension/strand displacement, fluorescence kinetic; also: potency is read from the fitted curve at half-maximal effect; % is scaled to controls: 0 for no effect and ±100 for the full control effect
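Reaction started by 50 nM substrate onto compound-treated Pol beta (10 nM, 15 min preincubation, room temperature); plates read at 0 min and 10 min. Normalized concentration-effect data fitted by four-parameter Hill equation.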
ERG-DNA inh: qHTS for Small Molecule Inhibitors of the ERG Ets/DNA interaction; Potency, µM (top dose mostly 76.9 µM), inactives show at the top dose FP activity, negative = inhibition, hits mostly inhibitors; AID 624246, 2012; actives 0.028% (n = 370,000); fluorescence polarization, His-ERG Ets domain / labelled DNA; Transcriptional regulator ERG (Homo sapiens), P11308; active = well fitted inhibition curve with a large enough effect in the polarisation, with a control signal flat; inconclusive = small, poorly fitted or top-dose-only effect, or effect the other way, or a change in a side signal; inactive = no such curve, though single readings can be large or run the other way; the % refers to the polarisation;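 also: polarization taken with two DNA probes labelled with fluorescein and Texas red; potency is read from the fitted curve at half-maximal effect; % of control where 0% means no effect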
Target sequence (P11308 whole entry, looked up, the tested form may be a part): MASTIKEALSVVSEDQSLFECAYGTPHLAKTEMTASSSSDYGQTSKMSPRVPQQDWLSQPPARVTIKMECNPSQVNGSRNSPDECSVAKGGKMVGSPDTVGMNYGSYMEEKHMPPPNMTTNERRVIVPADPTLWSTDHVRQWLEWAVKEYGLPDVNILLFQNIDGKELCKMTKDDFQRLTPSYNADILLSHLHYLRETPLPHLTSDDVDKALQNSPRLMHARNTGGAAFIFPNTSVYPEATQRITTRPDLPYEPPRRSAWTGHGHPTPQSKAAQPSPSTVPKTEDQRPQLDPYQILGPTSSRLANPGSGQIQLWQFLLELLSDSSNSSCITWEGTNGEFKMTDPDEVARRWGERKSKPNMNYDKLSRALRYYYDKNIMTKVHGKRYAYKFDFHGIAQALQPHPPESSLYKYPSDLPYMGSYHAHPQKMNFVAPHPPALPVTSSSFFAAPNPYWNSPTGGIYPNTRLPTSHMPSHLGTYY
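His-tagged ERG Ets domain (1 uM in the protein solution; 300mM KCl, 50mM Tris-HCl, 1mM EDTA, 1mM DTT, pH 7.5) received compound, then a probe mix of 5 nM fluorescein-DNA and 100nM Texas-615-DNA. Fluorescence polarization was read for both dyes.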
Anesthetic bind: qHTS Assay for Identification of Novel General Anesthetics; Ferritin light chain (Equus caballus), P02791; apoferritin/1-aminoanthracene competitive binding, fluorescence; Potency, µM (titrated, usually from 77.5 µM), for the others: at the highest dose activity change, negative = displacement, most hits filed as inhibitors; actives 0.074% (n = 350,000); AID 485281, 2010; also: potency is read from the fitted curve at half-maximal effect; % is scaled to controls: 0 for no effect and ±100 for the full control effect; nearly all actives have a fitted effect of over 20% in size
Target sequence (P02791 2-175 limits assumed): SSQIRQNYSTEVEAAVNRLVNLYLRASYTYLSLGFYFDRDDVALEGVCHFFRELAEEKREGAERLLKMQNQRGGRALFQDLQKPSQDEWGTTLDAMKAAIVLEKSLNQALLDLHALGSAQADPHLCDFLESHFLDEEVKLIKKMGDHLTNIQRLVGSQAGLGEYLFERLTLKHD
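Probe: 1-aminoanthracene (50% saturated, PBS). Protein: horse-spleen apoferritin, 10 uM. Incubation: 10 min, room temperature. Detection: 380 nm excitation, 535 nm emission. Analysis: normalized response, four-parameter Hill.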
12-LOX inh: Primary qHTS assay for inhibitors of human arachidonate 12S-lipoxygenase (ALOX12): Round 2. Polyunsaturated fatty acid lipoxygenase ALOX12 (Homo sapiens), P18054. purified 12hLO, xylenol orange hydroperoxide absorbance. Potency, µM (series often up to 108 µM), without a hit: at the top dose activity change, negative = inhibition, usual class: inhibitors. actives 1.1% (n = 580,000). AID 1671190, 2021; also: potency is read from the fitted curve at half-maximal effect; % is scaled to controls: 0 for no effect and ±100 for the full control effect
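Purified human 12hLO (150 nM final) in 25 mM Hepes, 0.01% Triton X-100, pH 7.0 was preincubated 15 min at room temperature with compound. Then 40 uM arachidonic acid was added, 30 min. Hydroperoxide was read by Fe-XO absorbance ratio 573/405 nm.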
Pol kappa inh: qHTS for Inhibitors of Polymerase Kappa; actives 0.53% (n = 400,000); purified Pol kappa, fluorescent DNA synthesis assay, 10 min; Potency, µM (top dose mostly 107 µM), inactives show at the highest dose activity, negative = inhibition, hits mostly inhibitors; DNA polymerase kappa (Homo sapiens), Q9UBT6; also: potency is read from the fitted curve at half-maximal effect; % is scaled to controls: 0 for no effect and ±100 for the full control effect
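Fluorescent qHTS in 1536-well format: enzyme (10 nM) and compound sat 15 min at room temperature before 50 nM substrate (final) was added. Signal taken at 0 and 10 min; no-enzyme buffer wells were negative controls.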
POLI inh: qHTS for Inhibitors of Polymerase Iota; DNA polymerase iota (Homo sapiens), Q9UNA4; Pol iota fluorescent replication assay, 10 min; Potency, µM (highest dose often 115 µM), for the others: at the highest dose activity, negative = inhibition, usual class: inhibitors; actives 1% (n = 390,000); also: potency is read from the fitted curve at half-maximal effect
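Fluorescent replication assay read twice, at 0 min and 10 min after adding 50 nM (final) substrate. Enzyme (10 nM) and compounds were first incubated 15 min at room temperature; enzyme-free buffer wells were negative controls.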
TRHR agonist: qHTS for Small Molecule Agonists and Allosteric Enhancers of Human TRH Receptor: Primary Screen for Agonists | activation, % at 2 µM | AID 493084, 2011 | TRHR cells, calcium flux fluo-8, FDSS agonist mode | actives 0.18% (n = 360,000) | Thyrotropin-releasing hormone receptor (Homo sapiens), P34981; in the data active = activation above about 30%; also: 0% is about no effect
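Steps: seed TRHR cells overnight; add fluo-8 no-wash Ca dye, RT 30 min–1.5 h; record 10 s baseline; pin-transfer compounds; monitor fluorescence 1 cycle/s for the agonist window. Calcium increases flag candidate agonists.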
Numbers without * were called inactive; i = inactive; ? = inconclusive; . = not tested or not shown; & = joins results of further samples; [ ] = dose if it differs, or a comment. Unless noted, calls follow the shape of the dose curve; as a rule, active = well fitted curve in the direction sought with a large enough effect; inconclusive = small, poorly fitted or top-dose-only effect, or another doubt; inactive = no such curve, though single readings can be large; an effect the other way counts as inactive or inconclusive.

SMILES	APEX1 inh	BLM inh	POLB inh	ERG-DNA inh	Anesthetic bind	12-LOX inh	Pol kappa inh	POLI inh	TRHR agonist
O=C(NCC1CCCO1)C1CCN(C2CCN(C(=O)C3CCCCC3)CC2)CC1 (configuration not stated)	1%	-2%	13%	1%	-4%	-5%	-4%	75%[activator]	0.5
O=C(CSc1nc2ccccc2o1)NC1CCCC1	12%	-3%	4%	1%	-5%	-3%	0%	110%[activator]	-0.6
CCn1nc(C)c(Br)c1-c1nc(CS(=O)(=O)c2ccc(F)cc2)no1	14%	-4%	25%	-15%	-3%	i	-11%	28%	-1.5
Cn1c(=O)c2c(nc(SCc3cccnc3)n2Cc2ccc(F)cc2)n(C)c1=O	-2%	1%	?	.	-8%	12%	-3%	15%	-1.0
COc1cc(C(O)CO)ccc1O (configuration not stated)	-3%&11%	.	16%[57.1 µM]	-7%	.	12%	-14%[60.1 µM]	8%	1.5
CCOc1ccc(NC(=O)c2cc3sc(Cl)cc3n2CC)cc1	.	-1%	-21%	5%	-6%	-11%	?	?	0.2
Brc1cccc(-c2n[nH]c(-c3ccccc3)n2)c1	-7%	4%	4%	5%	2%	?	-7%	6%	2.9
Cc1nn(Cc2ccccc2)c(C)c1C(=O)N1CCN(S(=O)(=O)/C=C/c2ccccc2)CC1	-14%	.	.	7%	.	23%	-1%	16%	-0.2
Cc1ccc(SCC(=O)NC2CCS(=O)(=O)C2)cc1 (configuration not stated)	1%	-3%	2%	-10%	-6%	11%	-3%	-6%	0.5
CN(C(=S)Nc1ccc(Oc2ccccc2)cc1)C1CCCCC1	-2%	-5%	-3%	-1%	-10%	?	-11%	20%	0.0
CN(C)CC#CCOC(c1ccccc1)c1ccccc1	1%	2%	-2%	-1%	-9%	-8%	-15%	133%[activator]	-1.4
C=CCN(C(=O)Nc1ccc2oc(C)nc2c1)c1ccccc1	2%	0%	11%	-5%	-12%	13%	-10%	?	-1.1
COC(=O)CSC1=C(C#N)C(c2ccc(Cl)cc2)C(C(=O)OC)C(=O)N1 (configuration not stated)	2%	-2%	?	-5%	-17%	-28%	-6%	-2%	-2.2
Cc1ccc(S(=O)(=O)c2nc(-c3ccccc3Cl)oc2N2CCN(C)CC2)cc1	14%	.	.	2%	.	-29%	-12%	66%[activator]	.
CCC1CC(C(=O)Nc2ccccc2)C(=O)O1 (configuration not stated)	.	.	.	7%	.	9%	-4%	65%[activator]	.
CC(C)Cn1c(CN2CCN(C)C(CCO)C2)nc2ccccc21 (configuration not stated)	-10%	2%	5%	-6%	-6%	29%	21%	16%	0.3
COc1ccc(N2CCN(Cc3cc(=O)oc4ccc(C)cc34)CC2)cc1	-4%	-3%	12%	-2%	-18%	19%	0%	22%	-0.2
CSCC[C@@H]1NC(=O)[C@@H](NC(=O)[C@H](CCCNC(=N)N)NC(=O)[C@H](CC(C)C)NC(=O)[C@H](CCSC)NC(=O)[C@H](CC(=O)O)NC(=O)[C@H](Cc2ccccc2)NC(=O)[C@@H](N)CC(=O)O)CSSC[C@@H](C(=O)N[C@@H](Cc2c[nH]c3ccccc23)C(=O)N[C@@H](CCC(N)=O)C(=O)N[C@H](C(=O)O)C(C)C)NC(=O)[C@@H]2CCCN2C(=O)[C@H](CCCNC(=N)N)NC(=O)[C@H](Cc2ccc(O)cc2)NC(=O)[C@H](C(C)C)NC(=O)[C@H](CCCNC(=N)N)NC(=O)CNC(=O)[C@H](CC(C)C)NC1=O	-2%	0%	.	.	-17%	.	16%[60.1 µM]	.	.
COc1ccc(CC(=O)N(C)C2CCCCC2)cc1S(=O)(=O)N1CCOCC1	-2%	-5%	36%	-2%	-1%	3%	-14%	21%	0.6
C[C@@H]1CCCCCCCCC(=O)OCCN1C(=O)OC(C)(C)C	22%	.	.	9%	.	17%	-6%	20%	0.5
CC(C)(C)NC(=O)c1ccc2c3c(cccc13)CC2	-1%	2%	?	8%	?	-8%	-3%	63%[activator]	-1.1
CCOC(=O)N1CCN(C(=O)CSc2ccc3nnc(-c4ccncc4)n3n2)CC1	3%	-11%	36%	-4%	-7%	-1%	-18%	131%[activator]	-0.1
CCCC(=O)Nc1ccc2nc(SCc3ccc(C)cc3)sc2c1	.	0%	2%	7%	18%	-24%	8%	13%	-1.1
O=C(Nc1ccc(S(=O)(=O)NCC2CCCO2)cc1)c1ccccc1 (configuration not stated)	0%	-3%	18%	6%	-11%	27%	-1%	43%[activator]	1.5
CC(C)[C@H](NC(=O)c1ccccc1)C(=O)OCC(=O)Nc1ncc(Cl)cc1Cl	13%	.	.	-12%	.	?	-12%	6%	.
CC(=O)N1Cc2cc([N+](=O)[O-])ccc2Oc2ccccc21	-6%	2%	29%	7%	-11%	4%	-5%	80%[activator]	-0.3
COc1ccc(CNC(=O)c2nn(-c3ccccc3C)nc2CO)cc1	.	0%	5%	-3%	-12%	-25%	-2%	29%	-1.1
Cc1cccc(Nc2nc(N)c([N+](=O)[O-])c(NCCO)n2)c1	-1%	-1%	16%	2%	-11%	?	-19%	2%	0.4
O=C(OCC(=O)N1CCc2ccccc21)c1c2c(nc3ccccc13)CCCCC2	?	-8%	1%	.	-7%	-18%	-4%	-21%	-0.4
COc1ccc(Oc2ccc3c(C(F)(F)F)cc(C(F)(F)F)nc3n2)cc1	-3%	-11%	20%	-9%	?	0%	-15%	1%	0.5
Cc1cccc(OCCSc2nc3ccc(NC(=O)COc4ccccc4F)cc3s2)c1	.	-10%	-24%	-9%	-3%	-8%	-16%	6%	-2.6
COc1ccc(-c2nc3cc(NC(=O)COc4ccccc4C)ccc3o2)cc1	.	-3%	1%	-1%	-6%	?	2%	24%	1.4
O=C(c1cccc(Cl)c1)N1CCC(=O)N(C(COCc2cccc(Cl)c2)Cc2ccccc2)CC1 (configuration not stated)	-6%	-7%	2%	-3%	5%	-8%	-21%	34%[activator]	0.0
Cc1ccc(S(=O)(=O)NCC(C)n2cncn2)cc1 (configuration not stated)	36%[12.4 µM]	0%	0%	12%	1%	5%	-9%	6%	-0.2
COc1ccc(C(=O)NC(=S)Nc2ccc(N3CCCC3)cc2)cc1OC	2%	1%	29%	-8%	-4%	-8%	1%	35%[activator]	-0.4
COc1ccc(CCN2CC(C(=O)N(C)C3CCOCC3)CCC2=O)cc1 (configuration not stated)	82%[activator]	-4%	17%	19%	-2%	78%[activator]	10%	2%	-0.4
Cn1c(N)c(S(=O)(=O)c2ccc(Br)cc2)c2nc3ccccc3nc21	-4%	-11%	2%	14%	86%[activator]	-23%	-3%	?	1.1
CCN(c1ccccc1)S(=O)(=O)c1cc2c(cc1C)n(C)c(=O)c(=O)n2C	7%	0%	2%	4%	-12%	423%[activator]	-7%	14%	-0.5
Cc1cc(C)c(C)c(C(=O)COC(=O)CNC(=O)CN2C(=O)c3ccccc3C2=O)c1C	1%	-5%	22%	-4%	-4%	-16%	-8%	34%	0.0
Cc1cc(C)cc(NC(=O)COC(=O)c2ccc3c(c2)OCCO3)c1	20%	.	.	2%	.	4%	-7%	-10%	-0.2

Eight entries from above, with bars between the fields:
structure | APEX1 inh | BLM inh | POLB inh | ERG-DNA inh | Anesthetic bind | 12-LOX inh | Pol kappa inh | POLI inh | TRHR agonist
O=C(OCC(=O)N1CCc2ccccc21)c1c2c(nc3ccccc13)CCCCC2 | ? | -8% | 1% | . | -7% | -18% | -4% | -21% | -0.4
COc1ccc(Oc2ccc3c(C(F)(F)F)cc(C(F)(F)F)nc3n2)cc1 | -3% | -11% | 20% | -9% | ? | 0% | -15% | 1% | 0.5
Cc1cccc(OCCSc2nc3ccc(NC(=O)COc4ccccc4F)cc3s2)c1 | . | -10% | -24% | -9% | -3% | -8% | -16% | 6% | -2.6
COc1ccc(-c2nc3cc(NC(=O)COc4ccccc4C)ccc3o2)cc1 | . | -3% | 1% | -1% | -6% | ? | 2% | 24% | 1.4
O=C(c1cccc(Cl)c1)N1CCC(=O)N(C(COCc2cccc(Cl)c2)Cc2ccccc2)CC1 (configuration not stated) | -6% | -7% | 2% | -3% | 5% | -8% | -21% | 34%[activator] | 0.0
Cc1ccc(S(=O)(=O)NCC(C)n2cncn2)cc1 (configuration not stated) | 36%[12.4 µM] | 0% | 0% | 12% | 1% | 5% | -9% | 6% | -0.2
COc1ccc(C(=O)NC(=S)Nc2ccc(N3CCCC3)cc2)cc1OC | 2% | 1% | 29% | -8% | -4% | -8% | 1% | 35%[activator] | -0.4
COc1ccc(CCN2CC(C(=O)N(C)C3CCOCC3)CCC2=O)cc1 (configuration not stated) | 82%[activator] | -4% | 17% | 19% | -2% | 78%[activator] | 10% | 2% | -0.4

Some of the compounds tested; rates above refer to the full screens.
